# From PubChem BioAssay
# PI5P4K alpha inh – inhibitors of human PI5P4K alpha | P48426 | hit rate 1.2% among 330,000 | max response, % | PI5P4Kalpha enzyme, ADP-Glo luminescence, 60 min; stronger effect = lower value; active means max response of -50% or lower; inconclusive means between -30% and -50%; inactive means -30% or higher; further: value at the top dose of about 77 µM; on the % scale 0 is the no-effect control and ±100 the full control effect
#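 Compounds were pin-transferred onto PI5P4Kalpha and substrate in HEPES pH 7.4 buffer with EGTA, CHAPS and 5% DMSO. ATP (5 microM final) started the reaction, which ran 60 minutes at room temperature before ADP-Glo detection.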
# EPAC1 agonist – EPAC1 (human) agonism; EPAC1 agonist qHTS, biochemical assay; response scale: 100% = response to 6.5 mM cAMP; Potency, µM (top dose mostly 154 µM), for the others: at the highest dose activation, actives largely listed as activators; hit rate 0.073% among 360,000; AID 720707; further: potency means the concentration at half of the fitted maximal effect; nearly all actives have a fitted effect of over 60% in size
# Target sequence (O95398 whole entry, looked up): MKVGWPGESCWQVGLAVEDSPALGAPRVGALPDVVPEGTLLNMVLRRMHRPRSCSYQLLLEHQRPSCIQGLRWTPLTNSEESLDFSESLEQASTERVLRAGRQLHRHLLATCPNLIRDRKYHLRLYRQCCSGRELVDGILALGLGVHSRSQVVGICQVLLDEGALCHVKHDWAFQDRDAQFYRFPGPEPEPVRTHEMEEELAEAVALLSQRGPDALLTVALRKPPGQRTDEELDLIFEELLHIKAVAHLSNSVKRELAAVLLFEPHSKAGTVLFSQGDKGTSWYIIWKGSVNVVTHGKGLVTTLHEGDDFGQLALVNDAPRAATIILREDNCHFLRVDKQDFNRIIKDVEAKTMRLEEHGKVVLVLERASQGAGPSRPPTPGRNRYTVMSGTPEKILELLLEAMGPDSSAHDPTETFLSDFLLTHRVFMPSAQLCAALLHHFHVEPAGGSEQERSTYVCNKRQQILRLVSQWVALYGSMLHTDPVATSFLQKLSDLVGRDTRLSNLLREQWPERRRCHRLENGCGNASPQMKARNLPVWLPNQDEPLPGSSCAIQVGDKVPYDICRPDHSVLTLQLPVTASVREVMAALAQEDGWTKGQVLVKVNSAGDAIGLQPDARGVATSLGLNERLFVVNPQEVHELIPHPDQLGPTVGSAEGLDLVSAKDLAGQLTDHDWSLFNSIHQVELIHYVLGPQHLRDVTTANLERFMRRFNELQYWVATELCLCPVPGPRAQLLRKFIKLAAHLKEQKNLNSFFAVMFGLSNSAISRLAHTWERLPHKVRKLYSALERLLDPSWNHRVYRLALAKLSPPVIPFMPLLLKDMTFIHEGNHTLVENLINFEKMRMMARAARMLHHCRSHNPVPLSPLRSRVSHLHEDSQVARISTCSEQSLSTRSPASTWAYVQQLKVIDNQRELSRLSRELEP
#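 Compounds were pinned as a concentration titration into mixtures of EPAC1 (100 nM), BODIPY-GDP-loaded Rap1B (250 nM) and GDP (50 uM). After 5 min at room temperature, fluorescence was followed for 30 min; activity was scaled to 6.5 mM cAMP.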
# HEK293 tox – cytotoxicity in counter-screen for GLP-1R inverse agonists; hit rate 0.13% among 410,000; HEK293 cAMP-luciferase reporter cells, luminescence, 24 h; Potency, µM (series often up to 38.3 µM), for the others: at the highest dose activity change, negative = inhibition, actives largely listed as inhibitors;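 further: loss of luciferase light is scored as toxicity; potency means the concentration at half of the fitted maximal effect; on the % scale 0 is the no-effect control and ±100 the full control effect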
#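 Quantitative HTS format, 1536 wells, 200 cells/uL seeded. Compounds: 23 nL, 24 h, 37 °C. Detection: luciferase reagent, luminescence at 12 min RT; decreased signal taken as cytotoxic.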
# PTHR1 agonist – activates the human parathyroid hormone receptor PTHR1 | Q03431 | HEK293 GP2 PTHR1 cells, GloSensor cAMP luminescence, 1 h | Potency, µM (highest dose often 115 µM), for the others: at the top dose activation, usual class: activators | hit rate 0.075% among 410,000; further: potency means the concentration at half of the fitted maximal effect; nearly all actives have a fitted effect of over 55% in size; some results filed as inactive show a strong effect at the top dose; inactives centre near -15; many of its hits are not listed in these tables
#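 HEK-293-derived GP2 cells expressing PTHR1 and a GloSensor cAMP reporter, 3,000/well, plated overnight, given luciferin plus IBMX (each 0.5 mM as added) for 1 h at 37 °C, then compound for 1 h at 37 °C. Luminescence was read after 15 min at room temperature.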
# GLP1R ag – activates the human GLP-1 receptor; HEK293 GLP-1R CRE-luciferase, luminescence, 4-6 h; cells express a hypersensitive GLP-1R form; AID 624172; hit rate 0.007% among 380,000; Potency, µM (doses to about 45.6 µM), inactives show at the highest dose activation, hits mostly activators; further: potency means the concentration at half of the fitted maximal effect; % of control where 0% means no effect
# IL2 activator – IL-2 activation; IL-2 activation reporter assay, cell-based qHTS; stimulated with anti-CD3/CD4/CD28 beads; in transgenic mouse T cells; activation, % (series mostly up to about 46 µM); hit rate 0.065% among 360,000; in the data active means activation above about 50%; inconclusive means mostly about 30% to 49%; further: 0% is about no effect
#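 Readout is EGFP and DsRed signal by fluorescent plate cytometry after 18 h at 37 degrees C. Transgenic mouse T cells (750/well) received compound for 60 min before bead stimulation (anti-CD3, anti-CD4, anti-CD28); memory T cells served as non-tolerant control.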
# PLK1 PBD inh – PLK1 (human) polo-box domain binding inhibition. Plk1 PBD binding of FITC phosphopeptide, fluorescence polarization. hit rate 2.8% among 360,000. P53350. Potency, µM, for inactives: max response, negative = inhibition, hits mostly inhibitors. AID 720504; further: potency means the concentration at half of the fitted maximal effect; series mostly up to about 57 µM; on the % scale 0 is the no-effect control and ±100 the full control effect; nearly all actives have a fitted effect of over 65% in size
# GLP-1R inv ag – acts as inverse agonist at human GLP-1 receptor; HEK293 GLP-1R CRE-luciferase, luminescence, 24 h; GLP-1R form is constitutively active; Potency, µM (titrated, usually from 38.3 µM), without a hit: at the top dose activity change, negative = inhibition, most hits filed as inhibitors; hit rate 1.6% among 410,000; AID 624417; further: potency means the concentration at half of the fitted maximal effect; on the % scale 0 is the no-effect control and ±100 the full control effect; nearly all actives have a fitted effect of over 55% in size
#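 Using stably transfected HEK293 (constitutively active GLP-1R, cAMP-luciferase reporter), compounds were incubated 24 hr and luciferase measured by luminescence.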
# EPAC1 antagonist – antagonists of human EPAC1; O95398; EPAC1 GEF assay, Rap1b-BODIPY-GDP exchange fluorescence; Potency, µM (series often up to 115 µM), without a hit: at the top dose activity change, negative = inhibition, actives largely listed as inhibitors; hit rate 0.14% among 360,000; AID 720709;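 further: potency means the concentration at half of the fitted maximal effect; plate controls were vehicle for no effect and positive control for full effect; nearly all actives have a fitted effect of over 50% in size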
# * hit, by the source's call; i = inactive; ? = inconclusive; . = no result given; & = joins results of further samples; [ ] = dose if it differs, or a comment. Unless noted, the call rests on the fitted dose curve; in most records, active means well fitted curve in the direction sought with a large enough effect; inconclusive means small, poorly fitted or top-dose-only effect, or another doubt; inactive means no such curve, though single readings can be large; an effect the other way counts as inactive or inconclusive. These rows are one share of the data (hit frequency here may not be typical).
# Order of results – PI5P4K alpha inh	EPAC1 agonist	HEK293 tox	PTHR1 agonist	GLP1R ag	IL2 activator	PLK1 PBD inh	GLP-1R inv ag	EPAC1 antagonist
> Cc1ccc(Cn2cc(CN3CC(N4CCCC4)CS3(=O)=O)nn2)cc1 (stereo not drawn)
 : -4	5%	6%	-19%	-4%	-0.8	-4%	26%	-1%
> Cc1cc(C)n(-c2ccc(C(=O)OCC(=O)Nc3ccc(Cl)cc3[N+](=O)[O-])cc2)n1
 : 0	7%	-9%	-29%	7%	-0.1	-18%	4%	1%
> C[C@H]1COC(=O)CCCC/C=C\C[C@H](CC(=O)N(CCO)Cc2ccccc2)C(=O)N1
 : 4	1%	3%	i	-1%	-0.1	1%	12%	-13%
> CCOCC(=O)Nc1ccc(S(=O)(=O)N2CCC(c3nc4ccccc4[nH]3)CC2)cc1
 : 0	4%	-1%	-12%	-5%	-3.9	0%	9%	11%
> C[C@@H](NC(=O)c1nc[nH]c1C(=O)N[C@@H](CCCCNC(=O)OC(C)(C)C)C(=O)OC(C)(C)C)c1ccccc1
 : 2	-48%[inhibitor]	-17%	-8%	-4%	-2.3	0%	5%	?
> Cn1c(-c2sc3cc(C(F)(F)F)cnc3c2-c2cccs2)n[nH]c1=S
 : -22	9%	3%	-18%	24%	-0.5	-13%	5%	-11%
> CCN(CC)S(=O)(=O)c1ccc(/C=C/C(=O)Nc2ccccc2N2CCOCC2)cc1
 : 1	-1%	3%	i	0%	-1.7	4%	-30%	-14%
> Cc1ccc2c(c1)-c1onc(C(=O)N3CCN(c4cc(Cl)ccc4C)CC3)c1CO2
 : .	.	0%	i	5%	.	.	13%	.
> Cn1c(=O)oc2cc(S(=O)(=O)N3CCCC(C(=O)Nc4ccc(Br)cc4F)C3)ccc21 (stereo not drawn)
 : .	.	-2%	-38%[inhibitor]	0%	.	.	-8%	.
> N=c1oc2ccccc2cc1C(=O)NCc1ccccc1
 : 7	2%	15%	-28%	0%	-0.4	4%	-20%	-21%

# Reprinted from the part before: 2 entries, then new ones.
# Order of results – PI5P4K alpha inh	EPAC1 agonist	HEK293 tox	PTHR1 agonist	GLP1R ag	IL2 activator	PLK1 PBD inh	GLP-1R inv ag	EPAC1 antagonist
> Cn1c(=O)oc2cc(S(=O)(=O)N3CCCC(C(=O)Nc4ccc(Br)cc4F)C3)ccc21 (stereo not drawn)
 : .	.	-2%	-38%[inhibitor]	0%	.	.	-8%	.
> N=c1oc2ccccc2cc1C(=O)NCc1ccccc1
 : 7	2%	15%	-28%	0%	-0.4	4%	-20%	-21%
> Cc1cnc(C(=O)OCC(=O)c2ccc(-c3ccccc3)cc2)cn1
 : -1	2%	?	1%	-5%	0.2	-8%	12%	-26%
> OC1(c2ccccc2)CC(c2ccccc2)c2ccccc2O1 (stereo not drawn)
 : -3	7%	?	-36%[inhibitor]	1%	-0.7	-14%	11µM*	-15%
> Cc1ccc(OC(C)C(=O)N2CCCc3ccccc32)cc1 (stereo not drawn)
 : .	7%	0%	i	-2%	-2.9	-11%	-12%	8%
> CCCn1c(SCC(=O)NCc2ccco2)nnc1C(C)C
 : -8	0%	-1%	i	-13%	-1.9	-11%	5%	-2%
> CCOC(=O)c1ccccc1NC(=O)COC(=O)CCC(=O)c1ccccc1
 : 13	6%	3%	i	14%	1.3	11%	4%	-1%
> Cc1cc(C)cc(OCC(=O)Nc2cccc(-c3nc4ncccc4o3)c2)c1
 : -3	-2%	9%	-35%[inhibitor]	-1%	-0.3	5%	32%[activator]	1%
> CC(C(=O)NCc1cccs1)N1CCN(S(=O)(=O)c2ccc3c(c2)OCCCO3)CC1 (stereo not drawn)
 : 6	12%	23%	i	-1%	-4.8	-5%	6%	7%
> COc1cc(NS(=O)(=O)c2ccc(NC(C)=O)cc2)nc(OC)n1
 : .	0%	-1%	i	-8%	-3.3	-1%	-3%	1%
> CC(=O)N1CCc2cc(S(=O)(=O)Nc3ccc(C)cc3)ccc21
 : -4	-2%	-1%	-35%[inhibitor]	3%	-3.4	4%	-12%	10%
> COc1ccccc1[C@@H]1C(c2cccc(Cl)c2)=NN(c2ccc(Br)cc2)[C@H]1C(=O)N1CCOC1=O
 : 7	-8%	21%	-22%	-1%	-0.5	-14%	5%	-6%
> COc1cc(CN2CCCC(N3CCN(c4ccc(F)cc4)CC3)C2)ccc1F (stereo not drawn)
 : 0	-7%	-8%	i	-6%	-0.7	2%	?	0%
> CCN(c1ccc(F)cc1)S(=O)(=O)c1ccc2[nH]cc(C(=O)NCCCN3CCOCC3)c(=O)c2c1
 : 0	7%	-8%	0%	-1%	-1.4	3%	4%	5%
> COc1ccccc1NC(=O)COC(=O)C12CC3CC(CC(Br)(C3)C1)C2
 : 0	9%	2%	-26%	2%	-0.3	4%	-16%	4%
> CCn1c2ccccc2c2cc(/C=N/NC(=O)c3ccccc3)ccc21
 : -4	5%	?	i	-5%	0.6	-7%	?	-5%
> Cc1ccc(NC(=O)C(NC2CCCc3ccccc32)c2ccccc2)cc1Cl (stereo not drawn)
 : 7	7%	11%	-11%	0%	-2.9	-18%	?	-15%
> Cc1ccccc1NC(=O)CSCc1nc(N)nc(Nc2ccccc2C)n1
 : 3	7%	5%	-20%	12%	-2.9	-2%	-12%	-5%
> COC(CNC(=O)c1c[nH]c2ccc(S(=O)(=O)N3CCC4(CC3)OCCO4)cc2c1=O)OC
 : 2	-5%	15%	33%	2%	3.8	3%	16%	17%
> COc1ccc(C)cc1NC(=O)c1ccc(CN2CCc3ccccc3C2)cc1
 : ?	3%	8%	-9%	15%	-0.4	-11%	?	6%
> Cc1ccc(/C=C/C(=O)N2CC(C)CC(C)C2)o1 (stereo not drawn)
 : ?	-16%	?	-94%[inhibitor][57.5 µM]	-27%	-0.7	27µM*	10µM*	-4%
> CC(=O)Nc1ccc(C(=O)COC(=O)C2CC3CCCC(C2)C3=O)cc1 (stereo not drawn)
 : -4	-56%[inhibitor]	-7%	-10%	-29%	3.2	-8%	14%	6%
> O=C(Nc1ccc(Cl)cc1)c1csc(Cc2ccccc2)n1
 : 12	10%	-12%	-14%	27%	-1.3	2%	0%	3%
> Cc1ccc(NC(=O)c2ccc(S(=O)(=O)N3CCCCC3)cc2)cc1
 : .	0%	-22%	i	-3%	0.5	-1%	1%	-14%
> CCc1ccccc1NC(=O)CCNS(=O)(=O)c1cc(Br)cnc1N
 : 9	-10%	-3%	-12%	1%	-1.7	2%	?	-24%
> CCOC(=O)C1CCCN(CCSc2ccc(C)cc2)C1 (stereo not drawn)
 : 11	-3%	-1%	i	-4%	-0.8	6%	?	4%
> CC1=C(C(=O)N(C)C)CC(CC(=O)NCc2ccco2)C(=O)N1Cc1ccccc1 (stereo not drawn)
 : 2	6%	-5%	-6%	-2%	3.0	-11%	-4%	4%
> Cc1noc(C(=O)NCc2ccco2)c1Cl
 : 3	-11%	0%	i	-5%	-0.8	-3%	-5%	-4%
> O=C(Cc1ccccc1)Nc1nnc(SCC(=O)NC2CCCC2)s1
 : 3	3%	7%	-8%	-1%	0.2	-5%	27%	-2%
> O=C(Nc1cccc2c1CCCC2)c1ccc(Cl)c([N+](=O)[O-])c1
 : -3	5%	6%	-34%[inhibitor]	4%	-0.9	0%	6%	-18%
> O=C(C[n+]1cn(C(F)F)c2ccccc21)c1ccc(Br)cc1
 : -4	-4%	-5%	-11%	0%	-5.5	?	19%	16%
> O=C(c1ccc(CS(=O)c2cccc(Cl)c2)o1)N1CCN(c2ccccn2)CC1 (stereo not drawn)
 : 4	10%	-30%	-24%	9%	-1.1	-19%	?	0%
> COc1ccccc1CCC(=O)NNC(=O)Cn1nc(C)cc1C
 : 7	-1%	7%	-14%	2%	2.6	4%	9%	0%
> CCS(=O)(=O)c1ccc(-c2cccc(NC(=O)c3ccco3)c2)nn1
 : 6	3%	-1%	i	-8%	1.2	-3%	20%	6%
> Cc1cc(Cl)ccc1Oc1nc(-c2ccc(F)cc2)ccc1C#N
 : .	-1%	3%	i	-11%	-3.1	-5%	32%[activator]	10%
> CSC(SC)=C(C(C)=O)C(=O)c1ccc(C)cc1
 : 1	-3%	-1%	-20%	6%	-4.2	-17%	4%	-25%
> CCn1c(C)cc2c(c1=O)C(c1ccncc1)C(C#N)=C(N)O2 (stereo not drawn)
 : -3	7%	-7%	i	5%	-2.8	-6%	9%	2%
> CC(C)(C)S(=O)N1Cc2cc(C(=O)NCc3ccc4c(c3)OCO4)nc(-c3cccc(-c4ccccc4)c3)c2[C@@H]1CCO (stereo partly drawn)
 : -2	-18%	-11%	i	5%	0.4	1%	-19%	-21%
> S=C(NCc1ccco1)N1CCN(c2ccccc2Cl)CC1
 : 0	17%	-4%	-16%	12%	-1.2	-11%	?	-30%
> Cc1nc(=O)c(-c2ccccc2)c(C)n1-c1ccc(C(=O)O)cc1
 : 3	0%	-6%	-22%[57.5 µM]	-10%	1.5	-7%	-2%	-9%
> COC(=O)CC1C(=O)NCCN1C(=S)Nc1ccc(F)cc1 (stereo not drawn)
 : -1	3%	-8%	i	2%	0.6	0%	14%	10%
> Cc1ccc(-n2nc3c(=O)n(CCCC(=O)NCCc4ccccc4)nc(C)c3c2C)cc1
 : 6	14%	0%&0%	i	-6%	-3.1	-10%	?	3%
> Cc1ccc(S(=O)(=O)N2CCC(=O)N([C@H](COCc3ccc(C(F)(F)F)cc3)Cc3ccccc3)CC2)cc1
 : 10	-10%	-4%	-48%	7%	-0.5	-8%	?	-30%
> O=C(Cn1cnc2onc(-c3ccc(F)cc3)c2c1=O)N1CCN(c2ccccc2F)CC1
 : .	.	-8%	-18%	6%	.	.	-30%	.
> O=C(C1CCN(S(=O)(=O)Cc2ccccc2)CC1)N1CCCc2ccccc21
 : 2	-4%	-20%	-19%	-1%	-2.8	-15%	?	29%
> COc1cccc2cc(C(=O)N3CCCCC3C)c(=O)oc12 (stereo not drawn)
 : 1	6%	-4%	i	9%	0.4	-5%	0%	5%
> CC12CCC(C(=O)Nc3nccs3)(OC1=O)C2(C)C (stereo not drawn)
 : 3	3%	5%	-14%	8%	-1.0	0%	0%	17%
